KCNK3 block = human KCNK3 channel inhibition, primary screen; CHO-KCNK3 thallium flux, FluxOR fluorescence; hits give low values; B-score at 10 µM; actives 0.84% (n = 340,000); AID 602410;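 active means B-score under library mean minus 4 SD, starting fluorescence ratio at most library mean plus 5 SD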;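 further: more negative B-score means stronger inhibition of thallium flux through KCNK3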
Target sequence (O14649 whole entry, looked up): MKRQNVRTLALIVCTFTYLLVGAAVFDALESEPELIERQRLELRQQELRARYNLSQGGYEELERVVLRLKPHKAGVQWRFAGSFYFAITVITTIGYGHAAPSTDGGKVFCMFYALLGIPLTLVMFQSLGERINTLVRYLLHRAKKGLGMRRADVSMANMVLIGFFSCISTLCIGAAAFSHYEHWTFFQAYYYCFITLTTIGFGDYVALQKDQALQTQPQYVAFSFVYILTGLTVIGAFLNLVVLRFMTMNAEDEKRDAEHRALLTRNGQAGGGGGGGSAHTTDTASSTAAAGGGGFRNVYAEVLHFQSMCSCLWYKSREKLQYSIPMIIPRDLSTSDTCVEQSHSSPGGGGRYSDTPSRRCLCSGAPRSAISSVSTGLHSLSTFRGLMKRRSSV
KCNK9 block = inhibitors of human KCNK9 two-pore domain potassium channel. B-score at 10 µM. HEK293 KCNK9, FluxOR thallium flux fluorescence; hits give low values. actives 1.2% (n = 310,000);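 active means ratio B-score over 3 SD below the library mean, with starting fluorescence within 5 SD of its mean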;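 further: negative B-score means less thallium flux so channel inhibition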
KCNQ1 inh = human KCNQ1 channel inhibition. P51787. CHO-K1 KCNQ1, FluxOR thallium flux fluorescence; hits give high values. actives 1.3% (n = 310,000). B-score at 10 µM;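 active means compounds whose thallium flux B-score, printed positive for inhibition, exceeds three library SD while starting fluorescence stays within three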;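 further: channel opened by potassium depolarization with thallium stimulus after 20 min compound exposure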
Target sequence (P51787 whole entry, looked up): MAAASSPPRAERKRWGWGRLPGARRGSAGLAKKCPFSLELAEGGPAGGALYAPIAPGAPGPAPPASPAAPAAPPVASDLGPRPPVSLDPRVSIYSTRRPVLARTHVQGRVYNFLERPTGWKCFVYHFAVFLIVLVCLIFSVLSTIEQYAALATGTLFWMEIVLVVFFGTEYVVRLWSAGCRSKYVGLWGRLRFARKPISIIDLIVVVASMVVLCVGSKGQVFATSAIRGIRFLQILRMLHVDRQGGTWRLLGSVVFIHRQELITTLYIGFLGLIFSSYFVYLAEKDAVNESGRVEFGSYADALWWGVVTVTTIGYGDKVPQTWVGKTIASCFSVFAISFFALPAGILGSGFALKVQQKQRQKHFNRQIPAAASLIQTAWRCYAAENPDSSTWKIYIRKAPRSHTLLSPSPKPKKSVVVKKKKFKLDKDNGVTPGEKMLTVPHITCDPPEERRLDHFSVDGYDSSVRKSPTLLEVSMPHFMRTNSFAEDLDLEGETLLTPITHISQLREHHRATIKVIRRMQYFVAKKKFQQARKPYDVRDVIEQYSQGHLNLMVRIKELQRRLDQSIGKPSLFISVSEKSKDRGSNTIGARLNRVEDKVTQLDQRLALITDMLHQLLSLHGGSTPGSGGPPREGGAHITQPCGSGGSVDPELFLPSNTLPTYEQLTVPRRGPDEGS
Platelet DG rel = platelet dense granule release activity. AID 1663. inhibition, %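 (compounds screened at 7.5 µM in platelet-rich plasma)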. actives 0.22% (n = 300,000). human platelet-rich plasma, SFLLRN dense granule ATP release, luminescence;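 active means mean replicate score, as percent of positive control, at or above 50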
PolyA inh = yeast polyadenylation inhibition; S. cerevisiae SKY197-pL101 polyadenylation reporter, beta-gal luminescence; efflux-impaired pdr1/pdr3 knockout yeast; score 100 = 6 SD above DMSO; calls only at 12 µM; actives 0.02% (n = 300,000); AID 1875;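 active means lowest replicate activity score at least 50, where 100 means six control SD above control mean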;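 further: yeast exposed to compound for 9 h at 30 °C; higher score means more reporter readthrough which indicates perturbed polyadenylation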
TRPC4 act = TRPC4 (mouse) channel activation; Q9QUQ5; HEK293 TRPC4beta/mu-opioid, Fluo4 calcium fluorescence; hits give high values; B-score at 10 µM; actives 0.49% (n = 310,000); AID 2237;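 active means B-score above 5 SD of library B-scores, and initial fluorescence ratio not above library mean plus 5 SD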;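 further: positive B-score marks a calcium rise read as TRPC4 activation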
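Assay system: HEK293 cells stably co-expressing mouse TRPC4beta and mu-opioid receptor / Timing: Fluo4 dye loading 45 min at room temperature, 110 s recording / Signal: Fluo4 calcium-sensitive dye fluorescence, kinetic, 1 Hz baseline / Read-out: integrated baseline-normalised fluorescence ratio, converted to per-well B score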
Dyrk1A ADPGlo = inhibitors of rat Dyrk1A kinase; ADP-Glo luminescence, NFATc1 peptide; inhibition, % at 12.5 µM; actives 0.43% (n = 310,000); AID 504441; in the data active means inhibition above about 50%;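 further: plate controls were vehicle with enzyme for no effect and no enzyme for full effect; many of its hits are not listed in these tables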
TRPC4 potent = TRPC4 (mouse) allosteric potentiation; HEK293 TRPC4beta/mu-opioid, DAMGO EC20, Fluo-4 Ca2+ flux; hits give high values; B-score at 10 µM; actives 0.42% (n = 310,000);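 active means B-score of calcium response area above 5 SD of library B-scores, with initial fluorescence ratio within 5 SD of library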;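 further: B-score of integrated fluorescence ratio over time as area under calcium response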
TRPC4 inh = inhibitors of mouse TRPC4 channel; Q9QUQ5; HEK293 TRPC4beta/mu-opioid, DAMGO-evoked Fluo4 calcium flux; hits give low values; B-score at 10 µM; actives 0.39% (n = 300,000); AID 2247;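 active means B-score over 3 SD under the library average, no early fluorescence shift, positive overall ratio signal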
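material = TRPC4beta/mu-opioid receptor HEK293 cell line | probe or stimulus = sequential submaximal and maximal DAMGO stimulation | compound dosing = one concentration per compound | measured by = Fluo4 Ca2+ flux fluorescence | evaluation = integrated fluorescence ratio relative to baseline, converted to per-well B score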
KCNQ1 act = human KCNQ1 channel potentiation or activation; P51787; CHO-K1 KCNQ1, thallium flux FluxOR fluorescence; hits give high values; B-score at 10 µM; actives 0.35% (n = 310,000); AID 2648;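 active means fluorescence ratio B-score, a plate-corrected score, at least three library SD, with initial intensity B-score within 5 SD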
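Schedule – 37 °C overnight plating, 90-min dark dye load, 20-min compound pretreatment · System – stable KCNQ1 CHO-K1 line · Probe or stimulus – thallium- and potassium-containing depolarizing buffer · Measured by – kinetic FluxOR fluorescence, 10 s baseline plus 110 s post-stimulus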
hERG rescue = hERG (human) protection from proarrhythmic block. Q12809. CHO-hERG, FluxOR thallium flux, dofetilide IC70 present. activation (rescue from dofetilide block), less the hit threshold, % at 10 µM. actives 0.51% (n = 310,000);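 active means activation above the mean of controls blocked by dofetilide plus 5 SD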;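 further: thallium influx through hERG after potassium depolarization seen as dye fluorescence rise; in these data hits start at about 4.7%; inactives centre near -7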
* hit, by the source's call; i = inactive; . = no result given. This is a subset (hit frequency here may not be typical).

Molecule	Platelet DG rel	KCNQ1 act	PolyA inh	TRPC4 inh	TRPC4 potent	Dyrk1A ADPGlo	hERG rescue	KCNK3 block	KCNK9 block	TRPC4 act	KCNQ1 inh
c1cnc2ccc(C(c3nnnn3C3CCCCC3)N3CCN(C4CCCCC4)CC3)cc2c1 (configuration not stated)	-1	i	i	i	i	-3	-12	i	i	i	i
C(=N\n1cncn1)/c1ccc(N2CCOCC2)cc1	1	i	i	i	i	-8	-11	i	i	i	i
COc1ccc(-c2cn(/N=C/c3ccc(Cl)cc3Cl)c(N)n2)cc1	3	i	i	i	i	7	-9	i	i	i	i
Cc1ccc(-c2ccc(S(=O)(=O)NCC3CCCO3)cc2)cc1 (configuration not stated)	0	i	i	i	i	3	-8	i	i	i	i
Cc1ccc(C(C)(O)CS(=O)(=O)Cc2ccccc2)cc1 (configuration not stated)	.	i	i	i	i	.	-2	i	i	i	i
CCOC(=O)C1=C(C)NC(=NC)SC1c1ccccc1 (configuration not stated)	-1	i	i	i	i	-2	-3	i	i	i	i
OC(CN1CCOCC1)(c1ccccc1)c1ccccn1 (configuration not stated)	-3	i	.	i	i	3	-4	i	i	i	i
Cn1cnnc1SCC(=O)Nc1ccc(F)cc1F	-5	i	i	i	i	-2	-3	i	i	i	i
Cc1nn2c(-n3ccnc3C)c3c(nc2c1-c1ccccc1)CCC3	-8	i	i	i	i	-5	-7	i	i	i	i
COc1ccc(C2Nc3ccccc3C(=O)N2NC(C)=O)cc1OC (configuration not stated)	2	i	i	i	i	-3	-6	i	i	i	i
Cc1ncoc1C(=O)N1CCCC(C(=O)c2cccc3ccccc23)C1 (configuration not stated)	-4	i	i	i	i	4	-12	i	i	i	i
Cc1ccc(-c2noc(C3CCCN(C(=O)c4ccc(Cl)cc4)C3)n2)o1 (configuration not stated)	4	i	i	i	i	-3	-10	i	i	i	i
CCc1ccc(CNC(=O)c2ccc(OC)c(OC3CCN(C(C)C)CC3)c2)nc1	-4	i	i	i	i	1	-8	i	i	i	i
Cc1ccc(N2CCN(CC(O)COc3cccc(C)c3)CC2)cc1 (configuration not stated)	20	i	i	i	i	0	-4	i	i	i	i
CCOc1ccc(N2Nc3n[nH]c(N)c3N2)cc1	0	i	i	i	i	5	37*	i	i	i	i
COc1cc(/C=N/Nc2ccc(C)cc2)cc(Br)c1O	4	i	i	i	i	-3	-9	i	i	i	i
O=S(=O)(NC(=S)NC1CCCCC1)c1ccc(Br)cc1	-1	i	i	i	i	6	4	i	i	i	i
COCCCNC(=S)NNC(=S)Nc1ccc(F)cc1F	-5	i	i	i	i	-14	-15	i	i	i	i
COc1ccc2cc(Br)ccc2c1CC(=O)NC(C)(C)C	-4	i	i	i	i	-1	-12	i	i	i	i
Cc1ccccc1C(=O)Nc1nc(-c2cccnc2)cs1	-7	i	i	i	i	8	-8	i	i	i	i
CN1CCN(c2ccc(NC(=O)c3cccc(OCc4ccccc4)c3)cc2)CC1	-16	i	i	i	i	3	-17	i	i	i	i
Cc1cc(C)n2nc(C(=O)Oc3ccc4c(c3)OCO4)nc2n1	1	i	i	i	i	-3	-10	i	i	i	i
CN(Cc1ccccc1)C(=O)c1ccccc1Br	-1	i	i	i	i	3	-12	i	i	i	i
COC(=O)c1ccccc1NC(=S)N1CCC(N2CCCCC2)CC1	2	i	i	i	i	7	-5	i	i	i	i
O=C(O)c1ccc(NC(=O)c2ccc(Cl)cc2)c(NC(=O)c2ccc(Cl)cc2)c1	23	i	i	i	i	-9	-5	i	i	i	i
CC1=C(C(=O)Nc2cccc(C(=O)N3CCN(c4cccc(C(F)(F)F)c4)CC3)c2)SCCO1	-16	i	i	i	i	.	-10	i	i	i	i
CCCNC(=O)c1onc(CSc2cccc(OC)c2)c1C(=O)NCCC	-1	i	i	i	i	4	-5	i	i	i	i
CC(C)CCNC(=O)CN(Cc1ccc2c(c1)OCO2)C(=O)Cn1nnc(-c2cccs2)n1	-2	i	i	i	i	-1	-5	i	i	i	i
Cc1cccc(C)c1NC(=O)C(C)c1ccc(-c2ccccc2)c(F)c1 (configuration not stated)	1	i	i	i	i	3	-1	i	-10*	i	i
c1ccc2c(c1)CCN(c1nc3cc4c(cc3s1)OCO4)C2	-5	i	i	i	i	-2	-19	i	i	i	i
O=C1CC(C(=O)Nc2cccc(F)c2)n2c(nc3ccccc32)N1 (configuration not stated)	-2	i	i	i	i	-7	-8	i	i	i	i
CCCOC(=O)c1c(-c2ccc(OC)cc2)oc2ccc(-c3ccc(OC)nc3)cc12	5	i	i	i	i	10	-7	i	i	i	i
COc1ccccc1/C=C(/CC(=O)NCc1ccc2c(c1)OCO2)c1nc2ccccc2s1	9	i	i	i	i	-2	-6	-9.3*	-12*	i	i
COc1ccc(/C=N/Nc2ncnc3c2[nH]c2ccccc23)c(OC)c1OC	2	i	i	i	i	4	-8	i	i	i	i
O=C(c1ccccc1)N1CCN(c2nc3ccc([N+](=O)[O-])cc3s2)CC1	1	i	i	i	i	3	-13	i	i	i	i
CCC(CC)C(=O)N1N=C(c2ccc(NS(C)(=O)=O)cc2)CC1c1ccccc1 (configuration not stated)	-2	i	i	i	i	-9	-15	i	i	i	i
O=C(CSc1ccccc1C(=O)O)NCc1ccco1	-2	i	i	i	i	10	-6	i	i	i	i
NC1=NC(=O)C2(COC(c3cccc([N+](=O)[O-])c3)OC2)S1 (configuration not stated)	6	i	i	i	i	-2	-6	i	i	i	i
COc1ccc(-c2nc(N)nc(C(F)(F)F)c2-c2ccccc2OC)c(O)c1	0	i	i	i	i	7	-5	i	i	i	i
COc1cc2c3c(c1)C(C)CC(C)(C)N3C(=O)C2=O (configuration not stated)	2	i	i	i	i	.	-19	i	i	i	i
CCOC(=O)C1CCCN(c2nc3ccccc3nc2C(C#N)C(=O)OC(C)C)C1 (configuration not stated)	-39	i	i	i	i	6	-11	i	i	i	i
CCN(CC)CCCN(Cc1cc2cc(OC)c(OC)cc2[nH]c1=O)C(=O)Nc1ccccc1	2	i	i	i	i	0	-6	i	i	i	i
COc1ccc(NC(=O)COc2ccc(C(=O)OCC(=O)N(C(C)C)C(C)C)cc2OC)cc1	-1	i	i	i	i	-1	-12	i	i	i	i
COc1ccccc1NC(=O)Nc1nc(CC(=O)NCc2cccnc2)cs1	0	i	i	i	i	.	-10	i	i	i	i
CCOc1cc(N2C(=O)CC3CS(=O)(=O)CC32)c(OCC)cc1NC(=O)c1ccccc1 (configuration not stated)	-2	i	i	i	i	0	-2	i	i	i	i
CCOC(=O)c1ccc(S(=O)(=O)NNC(=O)COc2cccc(C)c2)cc1	4	i	i	i	i	-2	-4	i	i	i	i
CC(=O)c1ccc(NC(=O)COc2ccc3c(c2)OCO3)cc1	-8	i	i	i	i	0	-4	i	i	i	i
CCN1CCN(CC(O)COc2ccc(Cl)cc2)CC1 (configuration not stated)	-6	i	i	i	i	0	-1	i	i	i	i

Compound profiles (already shown).
COc1cc2c3c(c1)C(C)CC(C)(C)N3C(=O)C2=O (configuration not stated) as listed: Platelet DG rel: 2; KCNQ1 act: i; PolyA inh: i; TRPC4 inh: i; TRPC4 potent: i; Dyrk1A ADPGlo: .; hERG rescue: -19; KCNK3 block: i; KCNK9 block: i; TRPC4 act: i; KCNQ1 inh: i
O=C(CSc1ccccc1C(=O)O)NCc1ccco1 as listed: Platelet DG rel: -2; KCNQ1 act: i; PolyA inh: i; TRPC4 inh: i; TRPC4 potent: i; Dyrk1A ADPGlo: 10; hERG rescue: -6; KCNK3 block: i; KCNK9 block: i; TRPC4 act: i; KCNQ1 inh: i

(more compounds)
Molecule	Platelet DG rel	KCNQ1 act	PolyA inh	TRPC4 inh	TRPC4 potent	Dyrk1A ADPGlo	hERG rescue	KCNK3 block	KCNK9 block	TRPC4 act	KCNQ1 inh
Clc1ccc(-c2nc(Cc3ccccc3Cl)no2)cc1	2	i	i	i	i	-2	-8	i	i	i	i
COc1ccc(NC(=O)/C(C#N)=C/c2ccc(Sc3nncn3C)c([N+](=O)[O-])c2)cc1	-10	i	i	i	i	-7	-19	i	i	i	i
CCOC(=O)c1c(NC(=S)NCCc2ccccc2)sc2c1CC(C(C)C)OC2 (configuration not stated)	7	8*	i	i	i	2	1	i	i	i	i
O=C(NCCN1C(=O)S/C(=C\c2cccnc2)C1=O)c1cccc(OC(F)F)c1	3	i	i	i	i	6	-14	i	i	i	i
CC(=O)c1ccc(NC(=O)CSc2nnc(Cc3cccn3C)n2-c2ccc(F)cc2)cc1	11	i	i	i	i	-2	-6	i	i	i	i
O=C(Nc1cc(Cl)ccc1O)c1cc(-c2ccco2)on1	9	i	i	i	i	-4	-3	i	i	i	i
COc1ccc(N(CC(=O)NCCc2ccccc2)C(=O)CCC(=O)Nc2nccs2)cc1	3	i	i	i	i	-2	-7	i	i	i	i
COC(=O)c1nc(N)sc1-c1ccc(OC)cc1	-5	i	i	i	i	4	-9	i	i	i	i
CN1C=CC=C/C1=C1\SC(=S)N(Cc2ccccc2)C1=O	-3	i	i	i	i	1	-7	i	i	i	i
CCOc1ccc(NC(=O)CN2C(=O)CSc3ccc(S(=O)(=O)N4CCCC4)cc32)cc1	6	i	i	i	i	-2	-6	i	i	i	i
O=C(NCCCc1ccccc1)c1cccc([N+](=O)[O-])c1	-12	i	i	i	i	7	-7	i	i	i	i
CCCCOc1ccc2c(c1)C(=O)c1cc(O)ccc1-2	-9	i	i	i	i	34	-15	i	i	i	i

Among those listed so far, these contain a thiophene ring, fused or not:
Molecule	Platelet DG rel	KCNQ1 act	PolyA inh	TRPC4 inh	TRPC4 potent	Dyrk1A ADPGlo	hERG rescue	KCNK3 block	KCNK9 block	TRPC4 act	KCNQ1 inh
CC(C)CCNC(=O)CN(Cc1ccc2c(c1)OCO2)C(=O)Cn1nnc(-c2cccs2)n1	-2	i	i	i	i	-1	-5	i	i	i	i
CCOC(=O)c1c(NC(=S)NCCc2ccccc2)sc2c1CC(C(C)C)OC2 (configuration not stated)	7	8*	i	i	i	2	1	i	i	i	i

Screening data: PubChem, several laboratories
